Luc counter: Counterscreen for Luciferase (Kinase-Glo TM) Inhibition; Luciferin 4-monooxygenase (Photuris pensylvanica), Q27757; Kinase-Glo luciferase, ATP luminescence, 8 min; Potency, µM (top dose mostly 38.3 µM), without a hit: top-dose activity change, negative = inhibition, usual class: inhibitors; actives 0.28% (n = 200,000); AID 1379, 2008; further: potency means the concentration at half of the fitted maximal effect; on the % scale 0 is the no-effect control and ±100 the full control effect; nearly all actives have a fitted effect of over 60% in size
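Luminescence was the read-out, taken after 8-minute incubation at ambient temperature. Luciferase turned over luciferin with 10 uM ATP in imidazole pH 7.2 buffer containing KCl, MgCl2, Tween 20 and BSA.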
LMNA splice mod: qHTS Assay for Modulators of Lamin A Splicing; Potency, µM (doses to about 46.1 µM), inactives show top-dose ratio change, negative = inhibition, actives largely listed as inhibitors; AID 1487, 2009; HeLa LMNA splicing GFP/RFP minigene ratio, 48 h; actives 0.01% (n = 200,000); active means well fitted inhibition curve with a large enough effect in the signal ratio, with a control signal flat, not every such curve was filed as active; inconclusive means small, poorly fitted or top-dose-only effect, or effect the other way, or a change in a side signal; the % refers to the signal ratio; further: potency means the concentration at half of the fitted maximal effect; on the % scale 0 is the no-effect control and ±100 the full control effect
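S3 HeLa cells stably expressing lamin A-EGFP splicing minigene plus DsRed2, 600 cells/well, 48 h compound exposure at 37C. Laser-scanning cytometry; analysed as GFP (500-530 nm)/RFP (575-640 nm) total intensity ratio; 0.5% DMSO vehicle.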
NPSR antagonist: qHTS Assay for Antagonists of the Neuropeptide S Receptor: cAMP Signal Transduction | Q6W5P4 | CHO-NPSR cells, cAMP TR-FRET, antagonist mode | Potency, µM (top dose mostly 38.3 µM), without a hit: at the top dose activity change, negative = inhibition, most hits filed as inhibitors | actives 1% (n = 220,000); further: potency means the concentration at half of the fitted maximal effect; on the % scale 0 is the no-effect control and ±100 the full control effect; nearly all actives have a fitted effect of over 50% in size; many of its hits are not listed in these tables
Target sequence (Q6W5P4 whole entry, looked up): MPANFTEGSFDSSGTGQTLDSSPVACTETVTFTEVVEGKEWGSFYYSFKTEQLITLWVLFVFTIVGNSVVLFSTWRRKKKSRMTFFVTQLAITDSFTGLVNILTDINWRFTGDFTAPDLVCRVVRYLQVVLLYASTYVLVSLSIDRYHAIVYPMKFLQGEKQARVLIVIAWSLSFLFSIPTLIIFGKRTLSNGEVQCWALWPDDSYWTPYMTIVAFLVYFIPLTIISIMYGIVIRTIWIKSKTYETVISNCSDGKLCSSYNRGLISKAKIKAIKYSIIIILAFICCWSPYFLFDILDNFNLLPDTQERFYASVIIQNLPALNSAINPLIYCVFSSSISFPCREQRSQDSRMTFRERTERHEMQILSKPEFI
CBFb RUNX1 block: qHTS Assay for Compounds Blocking the Interaction Between CBF-beta and RUNX1 for the Treatment of Acute Myeloid Leukemia. AID 1477, 2009. 230,000 tested, under 10 active. Runt-related transcription factor 1 (Homo sapiens) + Core-binding factor subunit beta …. Potency, µM (highest dose often 59.8 µM), for inactives: top-dose activity, negative = inhibition, hits mostly inhibitors. AlphaScreen CBFb-His/RUNX1-biotin binding, biochemical; further: % of control where 0% means no effect
Target sequence (Q01196 whole entry, looked up): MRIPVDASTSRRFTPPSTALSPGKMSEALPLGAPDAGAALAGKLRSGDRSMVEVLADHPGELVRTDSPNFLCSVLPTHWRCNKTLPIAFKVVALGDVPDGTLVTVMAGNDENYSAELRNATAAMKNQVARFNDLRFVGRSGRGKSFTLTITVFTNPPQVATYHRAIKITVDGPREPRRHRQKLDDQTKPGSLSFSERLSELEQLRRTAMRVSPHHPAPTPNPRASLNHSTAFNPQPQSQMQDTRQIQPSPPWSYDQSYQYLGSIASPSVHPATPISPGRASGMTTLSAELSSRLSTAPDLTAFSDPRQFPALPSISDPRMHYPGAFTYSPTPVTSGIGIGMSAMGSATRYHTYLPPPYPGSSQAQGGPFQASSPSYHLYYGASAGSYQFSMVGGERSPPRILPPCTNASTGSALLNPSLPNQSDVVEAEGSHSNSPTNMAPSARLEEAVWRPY
Target sequence (Q13951 whole entry, looked up): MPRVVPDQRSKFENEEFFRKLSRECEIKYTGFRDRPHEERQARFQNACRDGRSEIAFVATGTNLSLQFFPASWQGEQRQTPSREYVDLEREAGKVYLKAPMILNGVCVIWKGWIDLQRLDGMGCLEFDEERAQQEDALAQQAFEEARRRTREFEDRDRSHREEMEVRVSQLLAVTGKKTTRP
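Proteins preincubated together for 20 min at RT before compound addition; 15 min later, nickel and streptavidin beads were added and left 90 min prior to AlphaScreen measurement.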
HttQ103 aggreg: qHTS Multiplex Assay to Identify Dual Action Probes in a Cell Model of Huntington: Aggregate Formation (GFP); PC12 HttQ103-GFP aggregates, Acumen cytometry, 40 h; Potency, µM (highest dose often 46.1 µM), for the others: top-dose activity change, negative = inhibition, most hits filed as inhibitors; actives 1.1% (n = 220,000); AID 1688, 2009; further: potency means the concentration at half of the fitted maximal effect; on the % scale 0 is the no-effect control and ±100 the full control effect; nearly all actives have a fitted effect of over 60% in size
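Steps: seed 1500 PC12 HTTQ103-GFP cells/well; add tebufenozide, 100 nM final; add compound titration; add ATPLite reagent; quantify GFP aggregates by laser scanning cytometry.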
IMPase Li cell: qHTS Assay for Identifying the Cell-Membrane Permeable IMPase Inhibitors: Potentiation with Lithium | CHO-M1 cells, IP1 TR-FRET (IP-One), carbachol + lithium | Potency, µM (highest dose often 59.4 µM), for the others: top-dose activity, negative = IMPase inhibition, usual class: inhibitors | actives 0.35% (n = 210,000) | AID 1457, 2008;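 further: IP1 builds up when IMPase is blocked and the TR-FRET signal falls; potency means the concentration at half of the fitted maximal effect; plate controls were basal vehicle for no effect and high inhibitor control for full effect; nearly all actives have a fitted effect of over 50% in size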
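CHO-M1, 2000 cells/well, 16–30 h culture; cpd + low Li+, 30 min 37C; lysis with d2-IP1/Eu-anti-IP1 Ab, 10 min RT; TR-FRET 665/620 ratio and 620 channel; AC50 via Hill.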
Epigenetic reg: Quantitative High-Throughput Screen for Regulators of Epigenetic Control; murine LDR cells, GFP reporter derepression, 30 h; actives 0.2% (n = 280,000); Potency, µM (top dose mostly 53.9 µM), for the others: at the highest dose GFP activation, most hits filed as activators; further: potency means the concentration at half of the fitted maximal effect; % of control where 0% means no effect; nearly all actives have a fitted effect of over 60% in size
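Reporter derepression read as number of fluorescent GFP-positive objects, 20-120 um in size, counted by laser-scanning cytometer. Mouse LDR line with an epigenetically silenced CMV-GFP locus; compound incubation 30 h, 37 C.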
* hit, by the source's call; ? = inconclusive; / = not tested or not shown; [ ] = another dose, or the depositor's remark. Unless noted, the call rests on the fitted dose curve; in most records, active means well fitted curve in the direction sought with a large enough effect; inconclusive means small, poorly fitted or top-dose-only effect, or another doubt; inactive means no such curve, though single readings can be large; an effect the other way counts as inactive or inconclusive. Only part of the results is shown, so the mix of outcomes need not match the whole.

SMILES	Luc counter	LMNA splice mod	NPSR antagonist	CBFb RUNX1 block	HttQ103 aggreg	IMPase Li cell	Epigenetic reg
CN(C)c1nc(C(=O)Nc2ccccc2)nc(N(C)C)n1	-2%	-14%	-10%[46.1 µM]	4%	-19%	20%[38.3 µM]	-2.1%
N#Cc1c(Cn2cncn2)nc(=O)n(-c2ccc(Cl)cc2)c1N	1%	-5%[46 µM]	15%	-3%	-2%	0%	-1.2%
O=C(NCCN1CCc2ccccc2C1)Nc1ccc(F)cc1	0%	-8%	-25%[46.1 µM]	7%	-5%	28%[38.3 µM]	-0.8%
CC(C)OCCCNc1ncc2c(n1)CC(c1ccc(N(C)C)cc1)CC2=O (stereo not drawn)	-6%	-2%	-20%[46.1 µM]	8%	0%	13%[38.3 µM]	0.9%
COc1ccccc1NS(=O)(=O)c1cc(NC(=O)CC(C)(C)C)ccc1N1CCOCC1	-2%	/	-23%	-12%	0%	-1%	0.0%
Cc1ccc(S(=O)(=O)NCc2c(-c3ccccc3)noc2C)cc1	/	/	12%	?	-7%[9.22 µM]	/	0.0%
CNC(=O)CN(c1cccc(Br)c1)S(C)(=O)=O	3%	1%	-12%[46.1 µM]	0%	6%	8%[38.3 µM]	-0.8%
COc1cc(C(=O)Nc2nc3ccccc3s2)ccc1OCc1c(C)noc1C	6%	18%	-26%[46.1 µM]	2%	1%	19%[38.3 µM]	4.3%
O=C(Nc1nnc(-c2ccccc2)s1)c1ccc(Cl)c(S(=O)(=O)N2CCOCC2)c1	/	5%	-8%[46.1 µM]	0%	-11%	/	-8.5%
COc1cc(/C=C2\SC(=S)N(NC(=O)c3cccnc3)C2=O)ccc1O	/	/	-26%	-9%	8%[9.22 µM]	/	-0.3%
Cc1[nH]c(=O)[nH]c(=O)c1S(=O)(=O)N1CCC(C(=O)N2CCN(c3cccc(C(F)(F)F)c3)CC2)CC1	3%	1%[46 µM]	-2%	1%	10%	-4%	-1.4%
COc1cc(C)c(Cl)cc1S(=O)(=O)NC1CC(C)(C)NC(C)(C)C1	0%	-11%[46 µM]	-12%	5%	-10%[9.22 µM]	4%	-4.9%
Cc1nn(-c2ccccc2)c(C)c1/C=N/n1c(-c2ccc(C(C)(C)C)cc2)n[nH]c1=S	0%	?	?	-1%	?	10%[38.3 µM]	-0.9%
O=C(NCc1ccccc1)c1ccc(Cl)nc1	3%	-2%[46 µM]	-5%	8%	-12%[9.22 µM]	4%	3.9%
CSCCCNC(=S)Nc1cccc(S(=O)(=O)NC2=NCCC2)c1	-2%	-1%[46 µM]	0%	-3%	1%	-1%	0.0%
COC(CN(C(=O)CCl)C(C(=O)NC1CCCCC1)c1ccc(Cl)cc1)OC (stereo not drawn)	1%	-16%	1%	5%	-8%	7%	1.0%
N#Cc1c(N)nc(SCc2ccccn2)c(C#N)c1-c1cccs1	1%	-8%	-19%[46.1 µM]	2%	-31%	7%[38.3 µM]	-1.1%
CCSc1ccccc1C(=O)Nc1cccc(OC)c1	8%	10%	-10%[46.1 µM]	2%	-1%	35%[activator][38.3 µM]	-1.0%
COc1ccc(NS(=O)(=O)c2cccc(NC(=O)COc3ccc(OC)cc3)c2)cc1	/	/	-27%	?	/	/	0.5%
COc1ccc(N2CCN(CC(=O)NC(=O)NC(C)(C)C)CC2)cc1	-1%	/	7%	-9%	18%	6%	0.6%
COCC(C)n1c(=O)sc2ccccc2c1=O (stereo not drawn)	0%	?	4%	1%	-3%	2%	1.3%
CCn1c(O)c(N=NC(=O)CNc2ccc(C)cc2)c2ccccc21	-1%	5%	1%	-15%	-5%	6%	2.4%
CSc1ccccc1C(=O)NC1CC2CCC1C2 (stereo not drawn)	0%	-3%	-6%[46.1 µM]	4%	6%	19%[38.3 µM]	0.0%
CCOc1ccc2nc(N3CCC(C(=O)N4CCN(C(=O)c5ccco5)CC4)CC3)sc2c1	-4%	?	7%	3%	7%	9%	-1.0%
Nc1c(C(=O)O)cnn1-c1ccc([N+](=O)[O-])cc1	/	/	7%	2%	-30%[9.22 µM]	/	0.1%
CCCC(=O)NCCc1c2n(c3ccc(OC)cc13)Cc1ccccc1-2	1%	-3%	?	-2%	/	-10%	1.2%
C=CCN1CCc2cc(O)c(O)cc2C(c2ccccc2)C1 (stereo not drawn)	-2%	?	-9%[46.1 µM]	-14%	/	6%	-0.1%
CCCC1=[N+](CC(=O)c2ccc(C)cc2)CCn2cccc21	-1%	?	14%	-7%	-15%	-1%	2.1%
O=C(c1cc(N2C(=O)C3C4CCC(C4)C3C2=O)ccc1Cl)N1CCN(c2ccccc2F)CC1 (stereo not drawn)	0%	-5%	3%	0%	-7%	10%	-1.0%
CCOC(=O)c1c(C)c(C(=O)N2CCN(C(=O)c3ccco3)CC2)c(C)n1C	0%	7%	-7%[46.1 µM]	2%	-11%	-17%[38.3 µM]	0.0%
Cc1ccc(NC(=O)Cn2cccc2C2=NC(c3ccccc3)CO2)c(C)c1 (stereo not drawn)	-1%	0%	-3%	-2%	0%	10%	0.0%
CN(CC(=O)NCc1ccc(F)cc1)S(=O)(=O)c1cccc2nsnc12	1%	-6%	-8%[46.1 µM]	1%	?	-16%[38.3 µM]	0.0%
Cc1ccccc1NC(=O)CSc1nc2cc3c(cc2cc1C)CCC3	-4%	?	-9%[46.1 µM]	-1%	-1%	8%[38.3 µM]	1.3%
CCCNC(=O)c1ccc2c(c1)CCN2S(C)(=O)=O	1%	6%[46 µM]	1%	-1%	29%	0%	-0.1%
Cc1c(NS(=O)(=O)c2ccc3nc(COc4ccccc4Cl)[nH]c3c2)c(=O)n(-c2ccccc2)n1C	1%	-9%[46 µM]	-12%	4%	4%	4%	-0.4%
Cc1ccc(S(=O)(=O)N(C)CC(=O)OCC(=O)Nc2ccccc2)cc1	/	/	15%	10%	-9%[9.22 µM]	/	-1.1%
COc1ccc(CC(=S)N2CCOCC2)cc1F	1%	-2%	11%	0%	7%	-7%	-0.4%
NC(=O)CN1C(=O)C2C3C=CC(C3)C2C1=O (stereo not drawn)	-4%	-7%	13%[46.1 µM]	14%	16%	8%	0.0%
O=C1CCC(CCC(=O)N2CCCC(C(=O)c3cccc(C(F)(F)F)c3)C2)=NN1 (stereo not drawn)	6%	/	11%	6%	-6%	11%	-6.6%
NC(N)=NC(N)=Nc1ccc(SC(F)(F)F)cc1	0%	?	2%	-7%	?	-3%	-1.6%

Twelve entries from above, set out differently.
SMILES | Luc counter | LMNA splice mod | NPSR antagonist | CBFb RUNX1 block | HttQ103 aggreg | IMPase Li cell | Epigenetic reg
O=C(c1cc(N2C(=O)C3C4CCC(C4)C3C2=O)ccc1Cl)N1CCN(c2ccccc2F)CC1 (stereo not drawn) | 0% | -5% | 3% | 0% | -7% | 10% | -1.0%
CCOC(=O)c1c(C)c(C(=O)N2CCN(C(=O)c3ccco3)CC2)c(C)n1C | 0% | 7% | -7%[46.1 µM] | 2% | -11% | -17%[38.3 µM] | 0.0%
Cc1ccc(NC(=O)Cn2cccc2C2=NC(c3ccccc3)CO2)c(C)c1 (stereo not drawn) | -1% | 0% | -3% | -2% | 0% | 10% | 0.0%
CN(CC(=O)NCc1ccc(F)cc1)S(=O)(=O)c1cccc2nsnc12 | 1% | -6% | -8%[46.1 µM] | 1% | ? | -16%[38.3 µM] | 0.0%
Cc1ccccc1NC(=O)CSc1nc2cc3c(cc2cc1C)CCC3 | -4% | ? | -9%[46.1 µM] | -1% | -1% | 8%[38.3 µM] | 1.3%
CCCNC(=O)c1ccc2c(c1)CCN2S(C)(=O)=O | 1% | 6%[46 µM] | 1% | -1% | 29% | 0% | -0.1%
Cc1c(NS(=O)(=O)c2ccc3nc(COc4ccccc4Cl)[nH]c3c2)c(=O)n(-c2ccccc2)n1C | 1% | -9%[46 µM] | -12% | 4% | 4% | 4% | -0.4%
Cc1ccc(S(=O)(=O)N(C)CC(=O)OCC(=O)Nc2ccccc2)cc1 | / | / | 15% | 10% | -9%[9.22 µM] | / | -1.1%
COc1ccc(CC(=S)N2CCOCC2)cc1F | 1% | -2% | 11% | 0% | 7% | -7% | -0.4%
NC(=O)CN1C(=O)C2C3C=CC(C3)C2C1=O (stereo not drawn) | -4% | -7% | 13%[46.1 µM] | 14% | 16% | 8% | 0.0%
O=C1CCC(CCC(=O)N2CCCC(C(=O)c3cccc(C(F)(F)F)c3)C2)=NN1 (stereo not drawn) | 6% | / | 11% | 6% | -6% | 11% | -6.6%
NC(N)=NC(N)=Nc1ccc(SC(F)(F)F)cc1 | 0% | ? | 2% | -7% | ? | -3% | -1.6%

The list goes on:
SMILES	Luc counter	LMNA splice mod	NPSR antagonist	CBFb RUNX1 block	HttQ103 aggreg	IMPase Li cell	Epigenetic reg
COc1ccc(/C=C/c2nc3cc(-c4ccccc4)ccc3o2)cc1O	1%	-10%	?	-23%	6%	-16%	-1.9%
CSCCC(NS(=O)(=O)c1ccc2c(c1)oc(=O)n2C)C(=O)NCc1cccs1 (stereo not drawn)	/	/	6%	-1%	?	/	-2.1%
C=CCNc1nc(N2CCOCC2)c(C#N)c2c1CN(C)CC2	/	2%	1%[46.1 µM]	2%	17%	/	-8.0%
Cc1nn(-c2ccccc2)c(Cl)c1/C=C1\SC(=S)N(C)C1=O	0%	-1%	-16%	-6%	1%	8%	-0.4%
CC(C)(C)c1ccc(NC(=O)Nc2ccc(OCC(=O)N3CCOCC3)cc2)cc1	1%	-7%[46 µM]	-5%	-2%	11%	-6%	-4.2%
O=C1C[C@@H]2CCN3C(=O)CCC[C@@H]([C@H]23)[C@@H]1Cc1ccccc1	-2%[39.9 µM]	/	/	-8%[89.1 µM]	/	9%	-0.1%
COc1ccc(-c2ccc(-c3cc(=O)oc4c(C(C)C)ccc(C)c34)cc2)cc1	2%[39.9 µM]	/	/	20%[89.1 µM]	/	13%	-1.5%
